# S1P4 ag: human S1P4 receptor agonism; O95977; S1P4-expressing cell line, agonist reporter assay; activation, % at 4.98 µM; actives 0.35% (n = 220,000); in the data active means activation above about 11%;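 further: 0% = DMSO vehicle and 100% = reference agonist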
# Target sequence (O95977 whole entry, looked up): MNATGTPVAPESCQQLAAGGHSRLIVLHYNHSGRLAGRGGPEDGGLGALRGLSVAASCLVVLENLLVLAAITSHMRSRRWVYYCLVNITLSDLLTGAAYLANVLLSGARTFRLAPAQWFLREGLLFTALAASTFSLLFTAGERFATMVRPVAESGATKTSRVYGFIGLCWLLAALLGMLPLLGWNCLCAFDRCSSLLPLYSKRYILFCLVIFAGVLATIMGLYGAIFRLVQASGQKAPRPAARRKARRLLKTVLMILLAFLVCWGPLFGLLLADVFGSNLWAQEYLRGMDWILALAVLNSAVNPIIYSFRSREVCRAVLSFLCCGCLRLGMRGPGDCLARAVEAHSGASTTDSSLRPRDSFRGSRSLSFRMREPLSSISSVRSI
# S1P4 antag: human S1P4 receptor antagonism; inhibition, % at 4.98 µM; AID 1510; S1P4-expressing cells, antagonist mode, reporter read-out; actives 0.26% (n = 220,000); O95977; in the data active means inhibition above about 29%;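 further: 0% = wells stimulated with agonist and 100% = vehicle wells without agonist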
# TRPML3 ag: activates the human TRPML3 channel | Q8TDD5 | HEK293 TRPML3-YFP, Fluo-8 calcium fluorescence; 100% = the carbachol control signal | activation, % at 3 µM | actives 0.29% (n = 220,000) | AID 1448;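 active means activation above its plate's cutoff, the mean activation of the plate's test wells plus 3 SD, cut at about 12% in these data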;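 further: 0% = DMSO only wells and 100% = carbachol wells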
#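 Test system: HEK293 cells stably carrying human TRPML3-YFP; Doses: single dose, 3 µM final nominal compound, 0.3% DMSO final; Schedule: dye loading 1 h 37 °C then 30 min ambient, 125 s read; Technique: Fluo-8 calcium fluorescence; Benchmarks: high control carbachol 87 µM, low control DMSO.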
# EP2 modulator: modulates human prostaglandin E2 receptor EP2 signaling | induction, % at 25 µM | actives 0.83% (n = 260,000) | EP2-expressing cells, cAMP HTRF FRET, PGE2 co-stimulation | P43116 | AID 940;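 active means compounds whose cAMP rise, as percent of the full-agonist control response, exceeds 60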;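 further: rat C6 glioma line stably carrying human EP2 under a CMV promoter; the protocol text gives 20 µM as final concentration; 100% = response of wells given 1 µM PGE2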
# Target sequence (P43116 whole entry, looked up): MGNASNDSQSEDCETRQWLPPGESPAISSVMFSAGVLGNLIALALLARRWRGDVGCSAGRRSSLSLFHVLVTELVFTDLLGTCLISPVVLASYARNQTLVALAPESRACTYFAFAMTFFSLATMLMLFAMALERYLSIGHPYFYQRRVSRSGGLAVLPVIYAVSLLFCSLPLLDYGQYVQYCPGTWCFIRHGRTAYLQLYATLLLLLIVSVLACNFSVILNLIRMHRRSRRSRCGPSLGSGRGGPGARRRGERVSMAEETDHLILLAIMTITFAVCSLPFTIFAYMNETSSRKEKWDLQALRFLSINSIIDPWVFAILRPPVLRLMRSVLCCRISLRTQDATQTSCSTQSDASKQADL
# zfTRPN1 agonist: agonists of zebrafish TRPN1 channel. AID 1424. actives 0.18% (n = 220,000). HEK293 zebrafish TRPN1-YFP, Fluo-8 calcium fluorescence; 100% = response to 87 µM carbachol. activation, % at 3 µM;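 active means activation above its plate's cutoff, the mean activation of test wells on that plate plus 3 SD, cut at about 19% in these data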;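 further: 0% = DMSO alone and 100% = 87 µM carbachol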
#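 Material: zebrafish TRPN1-YFP in HEK293 cells; Doses: single test compound dose, 3 µM nominal, 0.3% DMSO; Timing: dye loading 1 h at 37 °C, then 30 min room temperature; Technique: intracellular calcium fluorescence with Fluo-8; Benchmarks: high carbachol 87 µM, low DMSO alone.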
# Calpain2 inh: calpain II (pig) inhibition; actives 0.37% (n = 220,000); AID 1236; purified calpain II, fluorogenic peptide substrate, 30 min; inhibition, % at 16 µM;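 active means inhibition above about 50%, limit read from the data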
# BaF3 tox: reduces parental Ba/F3 cell viability, JAK2V617F counter-screen; CellTiter-Glo ATP luminescence; inhibition, % at 5.6 µM; actives 1.1% (n = 220,000); AID 1486;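 active means inhibition above a per-campaign cutoff, the mean inhibition of all tested compounds plus 3 SD, cut at about 27% in these data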;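 further: 0% = DMSO wells and 100% = JAK Inhibitor I control wells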
# PERK inh: inhibitors of human PERK kinase. CHO PERK-DD fusion, SEAP luminescence translation reporter. inhibition, % at 5.6 µM. actives 0.17% (n = 220,000);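 active means inhibition above the mean inhibition of all tested compounds plus 3 SD, set separately per screening campaign, cut at about 2.9% in these data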;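 further: PERK kinase domain activated by AP20187 dimerizer at 100 nM; 0% = DMSO with dimerizer and 100% = rapamycin at 8.4 µM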
# Ba/F3 V617F tox: loss of viability in JAK2V617F-driven Ba/F3 cells. actives 1.1% (n = 220,000). inhibition, % at 5.6 µM. Ba/F3 EpoR-JAK2V617F viability, ATP luminescence;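 active means inhibition above the campaign mean plus 3 SD over all tested compounds, cut at about 24% in these data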;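 further: cytokine-independent growth of Ba/F3 cells driven by EpoR plus mutant JAK2; 0% = DMSO-treated cells and 100% = JAK inhibitor I control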
# Numbers without * were called inactive; i = inactive; nt = not tested or not shown; & = joins results of further samples.
SMILES,S1P4 ag,S1P4 antag,TRPML3 ag,EP2 modulator,zfTRPN1 agonist,Calpain2 inh,BaF3 tox,PERK inh,Ba/F3 V617F tox
O=C(NCc1ccco1)C1CCC(N2C(=O)C3C4CCC(C4)C3C2=O)CC1 (centres undefined),1.4,-5,0.8,2,1.1,-16,9,0.9,-1
COc1ccc(NC(=O)Cn2c(=O)sc3ccccc32)c(OC)c1,-1.8,1,-0.9,-7,0.2,20,4,0.3,2
CCN(CC)S(=O)(=O)c1cc(NC(=O)C(=O)c2c(-c3ccccc3)cc3ccccn23)ccc1C,-4.2,7,0.7,46,-1.3,-164,2,-2.0,-3
CCOc1ccc(C2OC34CCCCC3C(C#N)(C#N)C2(C#N)C(=N)O4)cc1OC (centres undefined),-0.2,-6,0.6,18,0.3,-63,4,0.4,-1
c1ccc(Cn2ncc3c(N4CCCCC4)ncnc32)cc1,1.7,-12,0.2,7,0.7,20,4,-0.5,2
Nc1nc(NC(=O)/C=C/c2ccccc2)nn1-c1ccccc1,-2.0,-15,0.8,0,0.7,7,7,0.7,-5
CCN(C(=O)CSc1nnc(Nc2ccccc2C)s1)C1CCS(=O)(=O)C1 (centres undefined),2.6,-1,0.8,-4,1.1,-9,0,0.2,-2
Cc1cc(C)c2c(c1)cc(C)c1nnc(SCC(=O)Nc3cc(C)on3)n12,0.3,2,-0.3,5,-0.1,16,5,-0.8,5
COc1ccc(NC(=O)c2ccc(C)o2)c([N+](=O)[O-])c1,-0.7,-9,0.6,7,1.0,-7,2,0.4,-4
c1ccc(-c2nnc(OCc3cccnc3)c3ccccc23)cc1,-0.9,-6,0.2,25,-2.2,23,8,0.1,2
CCc1nc(SCC(=O)c2cccc([N+](=O)[O-])c2)n[nH]1,0.0,-18,0.1,13,-1.7,4,0,0.0,-2
Cc1ccc(C(=O)OCC(=O)Nc2ncc(C(F)(F)F)cc2Cl)cc1NC(=O)c1ccco1,-0.9,2,0.2,3,0.0,-14,6,-0.4,5
O=C(CSc1ccc2nnc(-c3cccc(F)c3)n2n1)NCC1CCCO1 (centres undefined),0.6,2,0.9,5,1.1,-298,4,0.2,0
C=CCNC(=S)NNC(=O)c1ccc(Br)o1,-0.5,0,0.6,34,0.1,1,3,1.5,-2
O=c1cccc2n1Cc1cc3ccccc3nc1-2,1.7,-10,0.6,16,0.9,i,10,0.2,3
COc1ccc(NC(=S)NC(=O)/C=C/c2ccco2)cc1,0.8,6,0.1,-81&-28,-0.1,25,5,0.0,3
CCOC(=O)COc1ccc2c(c1)c(C(=O)OCC)c(C)n2CC,0.9,-1,-0.7,18,-0.7,9,5,0.4,-1
COc1cc2c(cc1OC)C(Nn1cnnc1)=NC1(CCCC1)C2,0.6,3,0.3,54,0.8,-10,2,0.0,0
O=P(O)(c1ccc(Cl)cc1)c1ccc(Cl)cc1,-0.9,-4,0.3,28,-0.3,4,-2,0.4,-6
Cc1c(NC(=O)CSc2nc3ccccc3n2C)c(=O)n(-c2ccccc2)n1C,-0.1,-21,0.2,35,-1.2,-20,0,-0.2,1
Cc1nc2cc(NC(=O)N3CCCCC3)ccc2n1C,2.1,-7,0.4,-16,1.0,-14,3,0.7,-1
O=C(COc1cccc2cccnc12)N/N=C/c1ccc(O)cc1,-0.1,-4,0.7,-33,0.7,-22,7,1.0,2
N=C1S/C(=C\c2ccccc2)C(=O)N1c1ccc(F)cc1,2.9,-12,0.2,3,0.1,9,5,0.8,-1
O=c1[nH]c2cccnc2n1-c1ccc([N+](=O)[O-])cc1,0.9,-15,1.0,4,1.8,-15,-1,0.5,-6
O=C(O)C1C(c2ccccc2)C(C(=O)N2CCOCC2)C1c1ccccc1 (centres undefined),-0.6,5,0.9,8,-0.5,-2,5,0.8,-2
COc1ccc(Br)cc1S(=O)(=O)Nc1cccc(C)n1,-0.1,-17,1.2,35,2.4,-121,6,0.8,-4
O=C(c1ccc(COc2ccccc2Cl)o1)N1N=C(C(F)F)CC1(O)C(F)F (centres undefined),0.0,-16,0.0,-21,1.5,-2,7,0.2,2
CC1(C)CC(NC(=O)C23CCC(C)(/C(=N/O)C2)C3(C)C)CC(C)(C)N1 (centres undefined),1.4,0,1.1,nt,1.8,nt,2,0.7,-5
O=C(CN1CCCc2ccccc21)NCCc1ccc(F)cc1,-2.8,-6,-1.2,-23,-2.8,-7,1,0.1,-3
O=C(Nc1nc2c(s1)CCCC2=O)c1cnccn1,-1.7,-2,0.6,6,-0.5,-31,3,0.2,1
O=C(NCc1cccnc1)c1cccc2c1C(=O)N(C1CCCCC1)C2,-1.0,-7,0.1,23,1.0,-47,2,-0.4,-5
COc1cccc(C(=O)Oc2ccccc2/C=C\C(=O)c2cc3ccccc3o2)c1,2.8,19,-0.1,39,-0.8,-45,4,0.6,4
COc1cccc(NC(=O)Cn2c(=O)n(CC3CCCO3)c(=O)c3ccccc32)c1 (centres undefined),0.1,-1,-0.1,7,-1.7,-3,3,-0.2,-1
CCCCCn1c(CCNC(=O)CCC)nc2ccccc21,2.1,11,0.7,0,0.6,22,4,-0.1,0
Cn1cccc1Cc1nnc(SCC(=O)Nc2ccccc2F)n1-c1ccc(F)cc1,2.2,-20,-0.2,7,1.0,-23,4,-0.5,0
Cc1nc2cc(C(=O)O)ccc2n1-c1ccc(F)cc1F,-2.6,-16,0.8,18,0.0,-23,5,1.1,-1
CC(C)NC(=O)c1onc(CSc2cccc3ccccc23)c1C(=O)O,2.4,7,-0.7,19,-0.2,-15,6,1.4,2
COc1ccccc1C(=O)C1CCCN(C(=O)c2snnc2C)C1 (centres undefined),0.7,-4,0.6,-4,1.0,2,4,1.5,1
Cc1ccc(C(=O)NC(NC(=S)Nc2ccc(S(N)(=O)=O)cc2)C(Cl)(Cl)Cl)cc1 (centres undefined),-3.2,7,0.2,5,2.3,-3,8,0.8,5
CN(C)c1ccc(P(=O)(OCc2ccccc2)C(O)c2ccc(Br)cc2)cc1 (centres undefined),-1.1,-3,-0.6,41,0.1,21,5,1.3,-4
Cc1ccccc1C(=O)NC(=S)Nc1sc2c(c1C#N)CCC(C)C2 (centres undefined),-0.4,-18,0.8,10,-0.7,-41,2,0.2,-2
NC(=O)CN1C(=O)C(O)(CC(=O)c2ccccc2O)c2ccccc21 (centres undefined),0.9,21,0.9,21,0.3,10,2,-0.1,1
O=P(/C(=N/O)Sc1ccccc1)(N1CCOCC1)N1CCOCC1,-0.1,3,0.2,18,1.4,-9,3,1.9,1
COc1ccc(CCC(C)Nc2cccc(C)c2)cc1 (centres undefined),-2.0,0,-0.4,14,-0.7,-13,9,1.2,5
O=C(NCc1ccccc1)C1CCN(C(=O)NCc2ccccc2)CC1,0.2,-11,0.9,20,1.8,-22,2,0.6,-3
CC(=O)Nc1ccc(C)c(NS(=O)(=O)c2cccc(C(F)(F)F)c2)c1,0.0,-16,0.4,-1,1.5,-20,-2,0.5,0
Cc1ccc(S(=O)(=O)N(CC(=O)NCc2ccco2)Cc2ccc(F)cc2)cc1,0.5,6,-0.3,25,0.0,-14,3,-0.6,0
Cc1cc(CNC(=O)C(C)n2cc([N+](=O)[O-])cn2)c2ccccc2n1 (centres undefined),-0.4,9,0.6,-8,0.4,-16,5,0.8,0
CC1=CC2=NC(=O)/C(=C\c3ccc(OC(=O)c4ccco4)cc3)C(=N)N2O1,1.8,1,-0.1,4,1.4,-20,1,0.4,2
COC(=O)C(C(=O)OC)C(C[N+](=O)[O-])c1ccc(OC)c(OC)c1 (centres undefined),0.8,-9,0.9,13,1.1,-26,-1,0.6,0
CCC1CCCN1Cn1cnc2c([nH]c3ccccc32)c1=O (centres undefined),-2.0,-15,0.0,-4,-0.3,-44,0,-0.3,-6
CC(C)CC(NC(N)=O)C(=O)Nc1ccc2c(c1)OCO2 (centres undefined),1.7,-12,0.5,9,1.8,-43,10,0.9,0
COc1ccc(OC)c(Nc2cc(C(=O)NCCCN3CCOCC3)c3ccccc3n2)c1,-2.4,-15,1.9,-6,4.0,-3,9,-1.3,8
CC1=CCC(C(=O)O)(C(=O)N/N=C/c2cccs2)C(c2ccc(Cl)cc2)C1 (centres undefined),1.1,-5,0.5,2,-1.5,-46,2,0.0,-2
CCCn1nnnc1NCc1ccc(N2CCCC2)cc1,0.7,-8,0.4,10,-0.6,-21,1,0.0,-2
Cc1ccc(C(=O)N/C(=C\c2ccccc2)C(=O)NCC2CCCO2)cc1 (centres undefined),-0.5,-9,0.5,5,0.9,-14,9,0.9,1
Cn1c(=O)[nH]c(Nc2ccccc2)c([N+](=O)[O-])c1=O,0.8,-32,1.4,15,-0.4,-12,1,0.7,-1
Cc1nc(Nc2ccc(F)cc2)[nH]c(=O)c1CCC(C)C,3.9,-11,0.1,14,0.2,5,-2,1.0,-3
CC(/C=N/Nc1nc2ccccc2[nH]1)=C\c1ccccc1,-1.9,1,0.2,6,-2.7,23,5,-0.7,-1
O=C(CN1CCOCC1)NC1CC2CCC1C2 (centres undefined),-0.5,-1,1.2,7,-0.4,9,-1,0.1,-3

# Molecules above with a nitro group on carbon (6):
SMILES,S1P4 ag,S1P4 antag,TRPML3 ag,EP2 modulator,zfTRPN1 agonist,Calpain2 inh,BaF3 tox,PERK inh,Ba/F3 V617F tox
COc1ccc(NC(=O)c2ccc(C)o2)c([N+](=O)[O-])c1,-0.7,-9,0.6,7,1.0,-7,2,0.4,-4
CCc1nc(SCC(=O)c2cccc([N+](=O)[O-])c2)n[nH]1,0.0,-18,0.1,13,-1.7,4,0,0.0,-2
O=c1[nH]c2cccnc2n1-c1ccc([N+](=O)[O-])cc1,0.9,-15,1.0,4,1.8,-15,-1,0.5,-6
Cc1cc(CNC(=O)C(C)n2cc([N+](=O)[O-])cn2)c2ccccc2n1 (centres undefined),-0.4,9,0.6,-8,0.4,-16,5,0.8,0
COC(=O)C(C(=O)OC)C(C[N+](=O)[O-])c1ccc(OC)c(OC)c1 (centres undefined),0.8,-9,0.9,13,1.1,-26,-1,0.6,0
Cn1c(=O)[nH]c(Nc2ccccc2)c([N+](=O)[O-])c1=O,0.8,-32,1.4,15,-0.4,-12,1,0.7,-1

# The results go on:
SMILES,S1P4 ag,S1P4 antag,TRPML3 ag,EP2 modulator,zfTRPN1 agonist,Calpain2 inh,BaF3 tox,PERK inh,Ba/F3 V617F tox
Nc1nnc(-c2cn(-c3ccccc3)nc2-c2ccc(Cl)cc2)o1,0.6,11,-0.3,-23,-1.4,17,-2,1.2,5
CSc1ccccc1NC(=O)c1ccc(CN2CCOCC2)cc1,1.0,-13,1.3,-10,1.2,-26,9,0.6,-2
O=C(CSc1nc2ccccc2[nH]1)Nc1c(F)cccc1F,0.0,4,0.0,-10,0.9,-17,2,-0.1,-3
Cc1c(C(=O)Nc2cccc(Cl)c2)c2ccccn2c1CCc1ccncc1,0.6,24,0.3,-24,0.6,-43,8,-0.3,3
CCCCCOC(=O)C1=C(C)NC(=O)NC1c1ccccc1OCC (centres undefined),0.8,2,-0.8,49,-1.4,18,12,-0.8,1
CCCn1c(C)cc(C(=O)Cn2nnc3ccccc3c2=O)c1C,-0.5,-4,0.4,-10,0.5,2,5,1.2,0
O=C(COc1ccccc1)NNC1=NS(=O)(=O)c2ccccc21,1.3,-20,0.6,20,0.4,12,6,0.9,1

# Assay outcomes as filed in PubChem.
